OX1R antag-1: blocks the human orexin 1 receptor. AID 434989. O43613. 0.43% of 330,000 active. CHO/OX1R cells, Fluo-8 calcium fluorescence, orexin A. inhibition, % at 5 µM;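 active = inhibition above its plate's threshold, mean inhibition of all tested compounds on the plate plus 3 SD, cut at about 37% in these data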;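 also: 0% = orexin A challenge wells and 100% = SB-334867-A antagonist wells; not every result past the cut was called active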
Target sequence (O43613 whole entry, looked up): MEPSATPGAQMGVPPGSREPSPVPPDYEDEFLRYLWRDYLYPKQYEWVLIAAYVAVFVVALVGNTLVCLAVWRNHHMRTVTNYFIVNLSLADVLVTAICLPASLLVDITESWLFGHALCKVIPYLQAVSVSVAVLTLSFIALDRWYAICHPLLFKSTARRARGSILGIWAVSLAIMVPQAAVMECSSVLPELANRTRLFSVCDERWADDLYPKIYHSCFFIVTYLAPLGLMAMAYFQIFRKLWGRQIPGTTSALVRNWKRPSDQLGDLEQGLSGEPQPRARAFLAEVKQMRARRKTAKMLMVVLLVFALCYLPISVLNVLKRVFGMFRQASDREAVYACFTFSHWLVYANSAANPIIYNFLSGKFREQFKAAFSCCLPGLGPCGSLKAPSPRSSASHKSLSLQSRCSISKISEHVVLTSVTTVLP
OX1R antag-2: antagonists of human orexin 1 receptor (OX1R). OX1R-expressing cells, FRET antagonist read-out. inhibition, % at 6.6 µM. 1.8% of 330,000 active. AID 485270; in the data active = inhibition mostly above about 38%, no sharp cut-off; inactive = mostly below about 40%;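 also: 0% = agonist challenge alone and 100% = reference antagonist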
* marks the source's active call; other numbers are inactive results.

`COC(CNC(=O)c1ccc(N2CCC3(CC2)OCCO3)c([N+](=O)[O-])c1)OC` gave OX1R antag-1 -13 and OX1R antag-2 66.
`COc1cc(F)ccc1S(=O)(=O)NCc1cccnc1` gave OX1R antag-1 20 and OX1R antag-2 -2.
`CC1CN/C(=C\C(=O)c2ccc(Cl)cc2)C(=O)N1` (stereo unspecified) gave OX1R antag-1 -10 and OX1R antag-2 21.
For Cc1cc(C)c(S(=O)(=O)NCc2cccnc2)c(C)c1 the results were OX1R antag-1 -5 and OX1R antag-2 -8.
`O=c1[nH]c(C2CCN(S(=O)(=O)c3ccc(S(=O)(=O)NC4CC4)cc3)CC2)nc2c1nnn2Cc1ccccc1` gave OX1R antag-1 -20 and OX1R antag-2 2.
CCn1c(=S)[nH]c2cc(C(=O)OC)ccc2c1=O was read as OX1R antag-1 -10 and OX1R antag-2 7.
`COc1ccc(C2C=C(Nc3ccccc3)C(=O)N2c2ccccc2)cc1OC` (stereo unspecified) gave OX1R antag-1 -9 and OX1R antag-2 24.
For CCSCc1nc(N)nc(NCCc2ccccc2)n1 the results were OX1R antag-1 7 and OX1R antag-2 8.
For Nc1nonc1NC(=O)CSc1nc2ccccc2s1 the results were OX1R antag-1 -6 and OX1R antag-2 27.
For COCCNC(=S)Nc1ccc2[nH]c(=O)[nH]c2c1 the results were OX1R antag-1 -9 and OX1R antag-2 16.
For Cc1cc(N2CCCCC2)ccc1[N+](=O)[O-] the results were OX1R antag-1 6 and OX1R antag-2 22.
CC1(C)Cn2c(nnc2-c2cccc(O)c2)S1 was read as OX1R antag-1 -5 and OX1R antag-2 -2.

6 neighbouring compounds out of the list so far, for reference:
For Cc1cc(C)c(S(=O)(=O)NCc2cccnc2)c(C)c1 the results were OX1R antag-1 -5 and OX1R antag-2 -8.
`O=c1[nH]c(C2CCN(S(=O)(=O)c3ccc(S(=O)(=O)NC4CC4)cc3)CC2)nc2c1nnn2Cc1ccccc1` gave OX1R antag-1 -20 and OX1R antag-2 2.
CCn1c(=S)[nH]c2cc(C(=O)OC)ccc2c1=O was read as OX1R antag-1 -10 and OX1R antag-2 7.
`COc1ccc(C2C=C(Nc3ccccc3)C(=O)N2c2ccccc2)cc1OC` (stereo unspecified) gave OX1R antag-1 -9 and OX1R antag-2 24.
For CCSCc1nc(N)nc(NCCc2ccccc2)n1 the results were OX1R antag-1 7 and OX1R antag-2 8.
For Nc1nonc1NC(=O)CSc1nc2ccccc2s1 the results were OX1R antag-1 -6 and OX1R antag-2 27.

In the list so far, these have a halogen.
`COc1cc(F)ccc1S(=O)(=O)NCc1cccnc1` gave OX1R antag-1 20 and OX1R antag-2 -2.
`CC1CN/C(=C\C(=O)c2ccc(Cl)cc2)C(=O)N1` (stereo unspecified) gave OX1R antag-1 -10 and OX1R antag-2 21.

New compounds follow:
Screening Cc1ccc(CNC(=O)CCCc2cn(C)c3ccccc23)cc1 returned OX1R antag-1 -12 and OX1R antag-2 11.
For CCc1nnc(NC(=O)CSc2ccc(-c3ccc(C)cc3)nn2)s1 the results were OX1R antag-1 -25 and OX1R antag-2 20.
Screening O=[N+]([O-])c1nn(-c2ccccc2)[n+]([O-])c1N1CCN(c2ccccc2)CC1 returned OX1R antag-1 -15 and OX1R antag-2 12.
CN(c1ccccc1C(=O)Nc1ccc(S(=O)(=O)N2CCOCC2)cc1)S(=O)(=O)c1ccccc1 was read as OX1R antag-1 -13 and OX1R antag-2 21.
`O=C(Nc1ccc(F)cc1)N(Cc1ccco1)Cc1cc2cc3c(cc2[nH]c1=O)OCO3` gave OX1R antag-1 -19 and OX1R antag-2 25.
For Cc1cc(NC(=O)c2cc(-c3ccc(C)c(C)c3)nc3ccccc23)no1 the results were OX1R antag-1 -22 and OX1R antag-2 26.
For CCOC(=O)C(=O)N(Nc1ccccc1C)c1ccccc1C the results were OX1R antag-1 4 and OX1R antag-2 26.
`O=C(c1cc(-c2ccccc2)nn1-c1ccccc1)N1CCN(S(=O)(=O)c2cccc(F)c2)CC1` gave OX1R antag-1 0 and OX1R antag-2 7.
For NC(=O)CSc1nc(C23CC4CC(CC(C4)C2)C3)nc2ccccc12 the results were OX1R antag-1 -27 and OX1R antag-2 3.
`NC(=O)c1ccc(NC(=O)COC(=O)CCN2C(=O)c3ccccc3C2=O)cc1` gave OX1R antag-1 -9 and OX1R antag-2 5.
Screening Cc1csc(NC(=O)Cn2cnnn2)n1 returned OX1R antag-1 -5 and OX1R antag-2 12.
Cc1ccc(S(=O)(=O)NNC(=O)C2Cc3c(ccc4ccccc34)O2)cc1 (stereo unspecified) was read as OX1R antag-1 5 and OX1R antag-2 36.
`Cc1ccc(C(=O)N/C(=C\c2cccc([N+](=O)[O-])c2)C(=O)NCc2ccncc2)cc1` gave OX1R antag-1 -22 and OX1R antag-2 28.
Screening O=C(COC(=O)c1cc(=O)c2ccccc2o1)Nc1ccc2ccccc2c1 returned OX1R antag-1 -5 and OX1R antag-2 13.
CCCCn1c(N)c(N(CC(C)C)C(=O)c2cc(S(=O)(=O)N3CCCCC3)ccc2C)c(=O)[nH]c1=O was read as OX1R antag-1 -13 and OX1R antag-2 11.
CCCCCCn1c(N2CCN(c3cccc(Cl)c3)CC2)nc2c1c(=O)[nH]c(=O)n2C was read as OX1R antag-1 -21 and OX1R antag-2 5.
For Cc1nc(C)c(C(=O)Nc2cccc(C)c2C)s1 the results were OX1R antag-1 -13 and OX1R antag-2 14.
`Cc1ccc[n+](CC(=O)Nc2ccc([N+](=O)[O-])cc2Cl)c1` gave OX1R antag-1 -8 and OX1R antag-2 65.
COc1ccccc1OCC(=O)NCC1CCCCC1 was read as OX1R antag-1 -6 and OX1R antag-2 3.
For Cc1ccc(Nc2ccc([N+](=O)[O-])nc2[N+](=O)[O-])cc1 the results were OX1R antag-1 2 and OX1R antag-2 62*.
COc1ccc(F)cc1C(=O)C1CCCN(Cc2cn(C)c3ccccc23)C1 (stereo unspecified) was read as OX1R antag-1 -13 and OX1R antag-2 29.
CCOc1ccc2c(c1)C(c1ccc(C)o1)=NNC(c1ccncc1)=N2 was read as OX1R antag-1 -34 and OX1R antag-2 3.
For O=C(CC1(CC(=O)N2CCOCC2)CCCC1)Nc1ccccc1 the results were OX1R antag-1 -20 and OX1R antag-2 6.
`COC(=O)CNc1cc(S(=O)(=O)N2CCCCC2)ccc1Oc1ccc(C(=O)OC)cc1` gave OX1R antag-1 -32 and OX1R antag-2 -9.
`CC(=O)N1CCc2cc(S(=O)(=O)CCC(=O)Nc3cc(C)cc(C)c3)ccc21` gave OX1R antag-1 -22 and OX1R antag-2 17.
For Cc1ccc(SCCNC(=O)c2ccccc2)cc1 the results were OX1R antag-1 -11 and OX1R antag-2 33.
`O=C(c1ccccc1)N1CCN(C(=O)C23CC4CC(CC(C4)C2)C3)CC1` gave OX1R antag-1 -14 and OX1R antag-2 30.
Screening COCC(C)n1c(SCc2ccc(C(=O)OC)cc2)nc2ccccc2c1=O (stereo unspecified) returned OX1R antag-1 -13 and OX1R antag-2 15.
COc1ccccc1C(CNC(=O)c1cccc(S(=O)(=O)Nc2ccc(F)cc2)c1)N(C)C (stereo unspecified) was read as OX1R antag-1 -12 and OX1R antag-2 3.
COc1ccc(OC)c(C(=O)Cn2nnc(-c3ccc(N4CCOCC4)cc3)n2)c1 was read as OX1R antag-1 -6 and OX1R antag-2 17.
For CCCCC(NC(=O)c1ccccc1)C(=O)OCC(=O)N1c2ccccc2Sc2ccccc21 (stereo unspecified) the results were OX1R antag-1 -19 and OX1R antag-2 21.
For O=C(Nc1ccc(Br)cc1)c1cccc(-n2cnnn2)c1 the results were OX1R antag-1 2 and OX1R antag-2 11.
`Cc1ccc(CC(=O)Nc2ccc(S(=O)(=O)N3CCOCC3)cc2)cc1C` gave OX1R antag-1 -17 and OX1R antag-2 2.
O=C(c1ccco1)N1CCN(C2=NS(=O)(=O)c3ccccc32)CC1 was read as OX1R antag-1 -24 and OX1R antag-2 23.
Screening Cc1nc2ccccc2n1CC(O)COc1ccccc1Cl (stereo unspecified) returned OX1R antag-1 3 and OX1R antag-2 13.
For O=C(CCN1CCN(CCO)CC1)Nc1ccccc1 the results were OX1R antag-1 -2 and OX1R antag-2 11.
`CCOC(=O)c1sc(=NC(=O)c2ccc(C)cc2)n(C)c1C` gave OX1R antag-1 -14 and OX1R antag-2 16.
Screening O=C(Nc1ccccc1)Nc1ccc2snnc2c1 returned OX1R antag-1 29 and OX1R antag-2 86*.
CCCN(CC(=O)Nc1ccccc1C)C(=O)c1ccc2c(c1)S(=O)(=O)N=C1CCCCCN12 was read as OX1R antag-1 14 and OX1R antag-2 3.
`CCOP(=O)(OCC)c1nc(/C=C/c2ccccc2)oc1NCc1ccc(OC)cc1` gave OX1R antag-1 -43 and OX1R antag-2 4.
`Cc1nn(-c2ccc(F)cc2)c(C)c1CN1CCN(Cc2ccccc2)C(CCO)C1` (stereo unspecified) gave OX1R antag-1 -18 and OX1R antag-2 24.
CCOC(=O)C1CCCN(Cc2ccccc2Cl)C1 (stereo unspecified) was read as OX1R antag-1 -4 and OX1R antag-2 1.
For COC(CSc1nc(N)c2c3c(sc2n1)CN(C)CC3)OC the results were OX1R antag-1 -21 and OX1R antag-2 13.
`CN1CCN(c2nc(-c3ccccc3)ncc2S(=O)(=O)c2ccccc2)CC1` gave OX1R antag-1 -14 and OX1R antag-2 3.
CCCNC(=O)c1cnc(-c2ccccc2)nc1-c1ccccc1 was read as OX1R antag-1 -34 and OX1R antag-2 17.
For COC(=O)c1ccc(NC(=O)CNC(=O)C2CCCCC2)cc1 the results were OX1R antag-1 -13 and OX1R antag-2 8.
COc1cccc(NC(=O)CN2CCN(c3ccccc3F)CC2)c1 was read as OX1R antag-1 -24 and OX1R antag-2 33.
For COc1ccccc1OCC(=O)NN1Cc2ccccc2C1=N the results were OX1R antag-1 -10 and OX1R antag-2 10.
`CCOc1ccccc1NC(=O)c1cccc2c1C(=O)N(CCOC)C2` gave OX1R antag-1 -29 and OX1R antag-2 10.
Screening Cc1ccc(S(=O)(=O)NNC(=S)NCC2CCCO2)cc1 (stereo unspecified) returned OX1R antag-1 6 and OX1R antag-2 22.
`CN(Cc1ccccc1)Cc1c(F)cccc1F` gave OX1R antag-1 0 and OX1R antag-2 6.
`COc1ccc2[nH]c(=O)c(C(c3nnnn3C3CCCC3)N(C)C3CCCCC3)cc2c1` (stereo unspecified) gave OX1R antag-1 -34 and OX1R antag-2 15.
Screening CC(C)(C)c1cc(C(=O)O)nn1-c1ccccc1 returned OX1R antag-1 1 and OX1R antag-2 7.
For CCCn1c(SCC(=O)NC)nnc1C(C)C the results were OX1R antag-1 -12 and OX1R antag-2 5.
For COc1ccc2c(C(=O)c3ccc(C)cc3)n(CCCC(N)=O)[n+]([O-])c2c1 the results were OX1R antag-1 -11 and OX1R antag-2 43.
`Cc1c(C(=O)Nc2cccc(S(=O)(=O)N3CCOCC3)c2)oc2ccccc12` gave OX1R antag-1 -3 and OX1R antag-2 24.
For CCc1ccc(N2C(=O)Nc3ccccc3C2(O)C(=O)N2CCN(c3ccccn3)CC2)cc1 (stereo unspecified) the results were OX1R antag-1 -23 and OX1R antag-2 15.
CCCC12CN3CC(C)(CN(C1)C3c1ccc(OC)cc1)C2=O (stereo unspecified) was read as OX1R antag-1 -16 and OX1R antag-2 16.
`COc1ccc(CC(C)NS(=O)(=O)c2ccc3c(c2)CCN3S(C)(=O)=O)cc1OC` (stereo unspecified) gave OX1R antag-1 -12 and OX1R antag-2 10.
CCN(CC)S(=O)(=O)c1ccc(C(=O)N2CCN(C3=NS(=O)(=O)c4ccccc43)CC2)cc1 was read as OX1R antag-1 -15 and OX1R antag-2 15.

The last 4 compounds of the part before open the next one.
For CCc1ccc(N2C(=O)Nc3ccccc3C2(O)C(=O)N2CCN(c3ccccn3)CC2)cc1 (stereo unspecified) the results were OX1R antag-1 -23 and OX1R antag-2 15.
CCCC12CN3CC(C)(CN(C1)C3c1ccc(OC)cc1)C2=O (stereo unspecified) was read as OX1R antag-1 -16 and OX1R antag-2 16.
`COc1ccc(CC(C)NS(=O)(=O)c2ccc3c(c2)CCN3S(C)(=O)=O)cc1OC` (stereo unspecified) gave OX1R antag-1 -12 and OX1R antag-2 10.
CCN(CC)S(=O)(=O)c1ccc(C(=O)N2CCN(C3=NS(=O)(=O)c4ccccc43)CC2)cc1 was read as OX1R antag-1 -15 and OX1R antag-2 15.
For COc1cccc(NC(=O)NCCc2ccc(Cl)cc2)c1 the results were OX1R antag-1 -11 and OX1R antag-2 1.
Screening Cc1cc(C[n+]2ccsc2N)c2ncccc2c1 returned OX1R antag-1 -12 and OX1R antag-2 16.
CCc1c(C)nc(SCC(=O)N2CCN(c3ccccc3OC)CC2)[nH]c1=O was read as OX1R antag-1 -13 and OX1R antag-2 23.
Cc1oc(-c2ccccc2)nc1C(=O)OCC(=O)NCc1ccccc1 was read as OX1R antag-1 -24 and OX1R antag-2 4.
For Cc1ccc(N2CC(C(=O)Nc3ccccc3C(=O)NC3CCCCC3)CC2=O)cc1 (stereo unspecified) the results were OX1R antag-1 -22 and OX1R antag-2 10.
`COc1ccc(CC(=O)Nc2cc(C)on2)cc1` gave OX1R antag-1 -9 and OX1R antag-2 3.
`CC1CCCC(NC(=O)CSc2nncs2)C1C` (stereo unspecified) gave OX1R antag-1 -1 and OX1R antag-2 -3.
Screening CCC(C)c1ccccc1NC(=S)Nc1cccnc1 (stereo unspecified) returned OX1R antag-1 3 and OX1R antag-2 13.
`COc1ccccc1CN1CC(C(=O)N(C)Cc2ccc(C)o2)CCC1=O` (stereo unspecified) gave OX1R antag-1 -24 and OX1R antag-2 16.
Cc1cc(=O)oc2c3c(cc(OCC(=O)N[C@H](C(=O)O)c4ccccc4)c12)OC(C)(C)CC3 was read as OX1R antag-1 -14 and OX1R antag-2 14.
